GALK inh: qHTS Assay for Inhibitors of Human Galactokinase (GALK). P51570. Purified GALK, Kinase-Glo residual ATP luminescence. Potency, µM (top dose mostly 57.5 µM), without a hit: top-dose activity change, negative = inhibition, usual class: inhibitors. actives 0.007% (n = 270,000); also: potency is read from the fitted curve at half-maximal effect
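Kinase-Glo Plus luminescence measured ATP left after a 1 h room-temperature reaction. The reaction used 5 nM GALK, 100 uM galactose and 35 uM ATP at pH 8.0 (20 mM HEPES, 5 mM MgCl2, 60 mM NaCl, 1 mM DTT, 0.01% BSA).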
Giardia kill: Small Molecules that selectively kill Giardia lamblia: qHTS; Giardia lamblia trophozoite viability; activity change, % at 7.66 µM, hits read low; actives 0.15% (n = 340,000); AID 540267, 2011; in the data active = activity change below about -80%; inconclusive = between about -30% and that limit;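 also: parasites exposed to compound for two days anaerobically before the ATP read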
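Media and compound were dispensed first, then trophozoites at 100 cells/well; plates sat 48 hrs at 37 deg C without oxygen before ATP luminescence reagent was added and read after 15-30 min at room temperature.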
Chronic BCR inh: qHTS Assay to Find Inhibitors of Chronic Active B-Cell Receptor Signaling. Potency, µM (highest dose often 46.1 µM), without a hit: at the top dose ratio change, negative = lower green/red ratio, most hits filed as inhibitors. ABC-DLBCL IkBa-CBG/CBR reporter, luminescence ratio, 4 h. AID 493014, 2011. actives 0.05% (n = 340,000); active = well fitted inhibition curve with a large enough effect in the signal ratio, with a control signal flat, not every such curve was filed as active; inconclusive = small, poorly fitted or top-dose-only effect, or effect the other way, or a change in a side signal; the % refers to the signal ratio;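 also: potency is read from the fitted curve at half-maximal effect; plate controls were basal doxycycline-induced cells for no effect and cells given 10 µM MG132 for full effect; MG132 reads +100%, hits lower the ratio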
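Concentration-response series (up to 46 uM) were applied to TMD8 dual-reporter cells for 4 h at 37C with doxycycline. Green/red ratio, after filter-overlap correction, defined %Activity; red signal alone was normalised to basal cells and zero luminescence.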
Eya2 inh: qHTS Assay for Inhibitors of the Phosphatase Activity of Eya2 | recombinant Eya2, OMFP fluorescence dephosphorylation (OMFP is methylfluorescein phosphate) | Protein phosphatase EYA2 (Homo sapiens), O00167 | Potency, µM (series often up to 76.9 µM), inactives show top-dose activity, negative = inhibition, usual class: inhibitors | actives 0.006% (n = 330,000); also: potency is read from the fitted curve at half-maximal effect
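Eya2 protein (added as 0.2 uM solution) was preincubated with compound for 10 min at ambient temperature in 50 mM HEPES pH 7.5, 50 mM NaCl, 5 uM MgCl2, 0.05% BSA, 1 mM DTT. OMFP (added at 50 uM) then reacted 10 min; fluorescence read at 485/525 nm.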
KCNH2 3.1 inh: qHTS for Inhibitors of KCHN2 3.1: Mutant qHTS. actives 0.95% (n = 340,000). AID 720553, 2013. U2OS KCNH2 3.1, thallium flux FluxOr; stronger effect = lower value. activity change, % (tested at about 1.8 µM);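 active = maximum activity change below -70%; inconclusive = maximum activity change from -70% to -50%; inactive = maximum activity change above -50%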;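 also: thallium influx rate constant from kinetic fluorescence after stimulation buffer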
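U2OS cells transduced with KCNH2 3.1 mutant virus (1.77 x 10^8 /mL, 4 h), plated overnight at 37 C, loaded 45 min with FluxOr dye plus Red40 quencher. Thallium flux rate constant from kinetic reads after stimulation buffer, normalised to controls.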
USP2a block: qHTS Assay for Inhibitors of Ubiquitin-specific Protease USP2a Using CHOP2 as the Reporter | USP2 core, Ub-CHOP2 coupled fluorogenic reporter, 485/531 | Potency, µM (doses to about 38.3 µM), for the others: at the highest dose activity change, negative = inhibition, actives largely listed as inhibitors | actives 0.01% (n = 330,000) | AID 463254, 2010;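 also: potency is read from the fitted curve at half-maximal effect; plate controls were DMSO wells for no effect and full inhibition by NEM control for full effect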
Target sequence (O75604 whole entry, looked up): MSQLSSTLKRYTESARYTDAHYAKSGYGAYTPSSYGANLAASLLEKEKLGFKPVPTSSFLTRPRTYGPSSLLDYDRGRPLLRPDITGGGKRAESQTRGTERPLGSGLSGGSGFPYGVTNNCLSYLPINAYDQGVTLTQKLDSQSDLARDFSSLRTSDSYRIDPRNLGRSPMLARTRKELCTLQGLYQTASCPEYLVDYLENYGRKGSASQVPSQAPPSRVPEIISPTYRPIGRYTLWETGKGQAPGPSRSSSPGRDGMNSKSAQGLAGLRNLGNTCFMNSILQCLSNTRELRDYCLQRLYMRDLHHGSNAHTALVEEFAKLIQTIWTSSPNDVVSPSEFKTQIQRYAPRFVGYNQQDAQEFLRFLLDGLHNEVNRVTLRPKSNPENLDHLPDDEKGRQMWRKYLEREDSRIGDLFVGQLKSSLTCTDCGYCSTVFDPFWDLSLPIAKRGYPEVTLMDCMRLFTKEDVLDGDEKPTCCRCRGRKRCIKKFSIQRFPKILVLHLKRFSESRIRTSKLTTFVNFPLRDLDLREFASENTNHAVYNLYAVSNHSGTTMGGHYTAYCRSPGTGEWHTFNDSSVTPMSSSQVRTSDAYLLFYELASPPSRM
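Deubiquitinase activity read as fluorescence (485/531 nm) after Ub-CHOP2 cleavage activates the enterokinase reporter on its substrate; USP2 core 10nM, Ub-CHOP2 and substrate 25nM each, 30min compound preincubation then 60min RT; data normalized to NEM, curves fitted.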
B2AR arrestin: qHTS assay of beta-arrestin-biased ligands of beta2-adrenergic receptor; Potency, µM (doses to about 46.1 µM), for inactives: at the top dose activation, usual class: activators; AID 492947, 2010; beta-arrestin recruitment to beta2AR, cell-based reporter; actives 0.02% (n = 330,000);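 also: potency is read from the fitted curve at half-maximal effect; 0% = DMSO controls and full agonism = EC100 isoproterenol or metaproterenol; nearly all actives have a fitted effect of over 65% in size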
Target sequence (P07550 whole entry, looked up): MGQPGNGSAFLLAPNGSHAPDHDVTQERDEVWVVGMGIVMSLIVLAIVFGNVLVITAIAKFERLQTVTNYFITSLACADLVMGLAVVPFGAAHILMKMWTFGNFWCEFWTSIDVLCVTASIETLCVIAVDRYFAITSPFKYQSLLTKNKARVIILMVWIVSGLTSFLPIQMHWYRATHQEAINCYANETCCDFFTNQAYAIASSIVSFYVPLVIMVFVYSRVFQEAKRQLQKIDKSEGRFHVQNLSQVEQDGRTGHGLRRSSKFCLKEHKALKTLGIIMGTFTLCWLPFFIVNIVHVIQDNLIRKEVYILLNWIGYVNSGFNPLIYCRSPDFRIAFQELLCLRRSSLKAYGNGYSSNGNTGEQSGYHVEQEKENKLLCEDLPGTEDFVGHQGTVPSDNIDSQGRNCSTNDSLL
hERG WT inh: qHTS for Inhibitors of KCHN2 3.1: Wildtype qHTS; actives 0.37% (n = 340,000); activity change, % at 1.84 µM; Voltage-gated inwardly rectifying potassium channel KCNH2 (Homo sapiens), Q12809; U2OS, BacMam KCNH2, thallium flux FluxOr; stronger effect = lower value;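 active = maximum activity change below -70%; inconclusive = maximum activity change between -70% and -50%; inactive = maximum activity change above -50%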
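U2OS cells were transduced with wild-type KCNH2 virus (2.03 x 10^8 / mL) for 4 h at room temperature, then cultured overnight at 37 C. Thallium flux was read with FluxOr dye. Rate constants were normalized to DMSO controls.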
Coupling enz: qHTS Assay for Inhibitors of Fructose-1,6-bisphosphate Aldolase from Giardia Lamblia: Coupling assay counterscreen; actives 0.67% (n = 290,000); coupling enzyme system counterscreen, AmpLite Red fluorescence; activity change, negative = inhibition, % at 58.2 µM, hits read low; in the data active = activity change below about -30%
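First, compound is pin-transferred into glyceraldehyde-3-phosphate coupling-enzyme reagent at 57.5 uM final and held 10 min at RT. Next, substrate, coupling system and AmpLite Red are added. After 20 min RT, fluorescence (525/598 nm) is read.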
PKM2 act: qHTS Assay for Activators of Human Muscle isoform 2 Pyruvate Kinase; Pyruvate kinase PKM (Homo sapiens), P14618; purified PKM2, Kinase-Glo ATP luminescence, activation; response scale: 0% is enzyme alone, no compound; Potency, µM (series often up to 57.5 µM), without a hit: top-dose activation, actives largely listed as activators; actives 0.34% (n = 260,000); AID 1631, 2009; also: potency is read from the fitted curve at half-maximal effect; nearly all actives have a fitted effect of over 55% in size
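Kinase-Glo luminescence reports ATP generated from ADP (0.1 mM) and PEP (0.5 mM) by purified hPK-M2 after 1 h at room temperature, pH 7.2 imidazole buffer; intermediate enzyme activity allows detecting inhibitors and activators.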
uPA surface inh: qHTS for Inhibitors of Cell Surface uPA Generation. cell surface uPA generation assay, qHTS. Potency, µM (doses to about 38.3 µM), for the others: at the top dose activity change, negative = inhibition, most hits filed as inhibitors. actives 0.31% (n = 330,000). AID 540303, 2011; active = well fitted inhibition curve with a large enough effect; inconclusive = small, poorly fitted or top-dose-only effect; inactive = no such curve, though single readings can be large or run the other way; tested in mouse RAW 264.7 cells; also: potency is read from the fitted curve at half-maximal effect; nearly all actives have a fitted effect of over 55% in size
* hit, by the source's call; i = inactive; ? = inconclusive; · = not tested or not shown; & = joins results of further samples; [ ] = dose if it differs, or a comment. Unless noted, calls follow the shape of the dose curve; as a rule, active = well fitted curve in the direction sought with a large enough effect; inconclusive = small, poorly fitted or top-dose-only effect, or another doubt; inactive = no such curve, though single readings can be large; an effect the other way counts as inactive or inconclusive. Unless noted, % is scaled to controls: 0 for no effect and ±100 for the full control effect.

SMILES	GALK inh	Giardia kill	Chronic BCR inh	Eya2 inh	KCNH2 3.1 inh	USP2a block	B2AR arrestin	hERG WT inh	Coupling enz	PKM2 act	uPA surface inh
Cc1ccsc1/C=N/NC(=O)CNC(=O)c1ccc(S(=O)(=O)N2CCOCC2)cc1	7%	4	4%	-10%	3	0%	-0.8%	9	4	1%	4%
Cc1ccccc1CNC(=O)CCNS(=O)(=O)c1ccc(OC(F)(F)F)cc1	·	6	0%	10%	-5	-1%	-0.1%	-11	·	·	0%
CS(=O)(=O)N1CCC(C(=O)Nc2ccc(OCc3ccccc3)cc2)CC1	2%	-12	2%	6%	2	1%	0.0%	1	2	-4%	5%
O=C(COCc1nc2ccccc2c(=O)[nH]1)NC1CCCC1	1%	-9	-1%	-7%	4	2%	-0.4%	-20	4	-3%	·
CN(C(=S)NC1CCCCC1)C1(c2ccccc2Cl)CCCCC1=O (configuration not stated)	2%	-19	?	-5%	-5	3%	-0.3%	-1	0	-1%	-10%
O=C(COC(=O)c1cc2ccccc2cc1O)NC1CCCCC1	·	13	-2%	-1%	0	4%	-0.4%	-12	·	·	-3%
CC1CC1C(=O)OCC(=O)Nc1ccc(Cl)cn1 (configuration not stated)	·	6	3%	2%	-2	5%	0.1%	11	·	·	8%
CCOC(=O)C1CCCN(C(=O)c2ccccc2NS(=O)(=O)c2ccc(F)cc2)C1 (configuration not stated)	·	-4	4%	-10%	1	2%	-0.4%	-12	·	·	0%
Cn1c(=O)c2c(nc(Br)n2CCCc2ccccc2)n(C)c1=O	1%	6	?	-2%	?	1%	0.5%	-4	-2	-15%	0%
O=C(CCn1cnnn1)Nc1ccccc1	-1%	12	-1%&6%	5%	10	8%	-0.1%	-9	0	2%	0%
S=c1[nH]nc(-c2cccnc2)n1/N=C/c1ccc(Br)s1	·	4	9%	4%	-99*	1%	-0.9%	-19	6	-2%	-4%
Cc1nnc(SCC(=O)c2cc(C)n(-c3ccc4c(c3)OCO4)c2C)s1	0%	0	0%	-4%	20	-1%	-0.5%	-16	-24	1%	-4%
CN1CC=C2C(C#N)=C(N)C(C#N)(C#N)[C@H](c3cccs3)[C@H]2C1	-2%	1	0%	9%	-2	14%	-0.1%	-30	-8	-4%	-2%
O=C(NCCCn1ccnc1)c1ccc2ccccc2c1	8%	-8	4%	-1%	4	1%	-0.4%	-4	·	-14%	10%
Cc1c(C(=O)NCCCN2CCOCC2)sc2nc(-c3ccccc3)cn12	-1%	·	-1%	-15%	·	2%	0.3%	·	-1	0%	·
O=C(NCCC1CCCCN1S(=O)(=O)c1ccc(F)cc1)C(=O)Nc1ccccc1F (configuration not stated)	·	-13	?	-32%	-4	0%	-1.2%	3	·	·	-2%
Fc1ccc(N=c2ssnc2Cl)c(F)c1	5%	-7	?	5%	13	6%	-0.3%	25	1	-26%	-3%
CC(C)c1ccccc1NC(=S)NCC1(N(C)C)CCCCC1	7%	17	-6%	4%	-26	0%	-0.1%	25	·	-16%	4%
C#CCNC(=O)C1=C[C@H](c2ccc3c(c2)OCO3)C[C@H](OCc2ccc(CO)cc2)O1	-1%	-3	-9%	-3%	·	-1%	0.0%	·	2	-1%	13%
CCN(C(=O)c1cccc(Br)c1)C1CCS(=O)(=O)C1 (configuration not stated)	·	-19	10%	-31%	1	-2%	0.4%	2	·	·	1%
Cc1ccc(/C=N/NC(=O)CSc2nc3ccccc3o2)cc1	1%	-3	?	-2%	-9	-1%	-0.5%	-5	-1	12%	0%
COc1ccc(CNC(=O)CN(Cc2ccc(C)cc2)C(=O)c2csnn2)cc1	-1%	5	1%	-4%	-9	0%	-0.2%	8	-2	·	3%
CC1(C)NC(=O)N(CCCCOc2ccc(Cl)cc2C=O)C1=O	3%	3	?	-4%	-4	0%	0.0%	-8	3	?	?
C[C@H](NC(=O)c1ccco1)C(=O)NCc1cccs1	·	-14	4%	17%	9	1%	-0.3%	10	·	·	3%
O=C(NCc1ccccc1Cl)C1CCN(S(=O)(=O)c2cccc3nonc23)CC1	0%	12	0%	-6%	-28	1%	0.2%	-7	2	4%	4%
(next part)
SMILES	GALK inh	Giardia kill	Chronic BCR inh	Eya2 inh	KCNH2 3.1 inh	USP2a block	B2AR arrestin	hERG WT inh	Coupling enz	PKM2 act	uPA surface inh
CC(C)OC(=O)c1ccccc1C(=O)c1ccc(N)c([N+](=O)[O-])c1	4%	5	-3%	-8%	-6	2%	0.0%	0	-8	-3%	-2%
COc1ccc(C(C)=O)cc1COC(=O)c1ccc2ccccc2n1	13%	8	2%	-13%	3	3%	0.1%	1	0	4%	0%
COc1ccc(N2CCN(CCCn3c(=S)[nH]c4ncccc4c3=O)CC2)cc1	1%	3	-7%	30%	-10	-8%	0.2%	-10	-2	-16%	2%
Cc1cc(-c2ccccc2)nc(Oc2ccc(C(C)(C)C)cc2)c1S(C)(=O)=O	0%	2	?	-8%	7	-8%	-0.9%	6	-2	3%	12%
COc1ccc(N2CCN(CCNC(=O)Nc3ccc(Cl)cc3)CC2)cc1	2%	-3	6%	-30%	-70*	-7%	0.0%	12	-2	-12%	·
O=C(OCc1ccc(F)cc1)c1cc2ccccc2cc1O	3%	0	?	?	8	0%	0.2%	2	1	-3%	4%
CCC(C)NC(=O)N[C@@H](CCSC)C(=O)OC (some centres not stated)	-1%	-3	-3%	-4%	10	2%	-0.1%	24	0	-7%	·
O=C(NC1CCCC1)C1CCCN1C(=O)Nc1ccc(Cl)cc1 (configuration not stated)	2%	-5	1%	0%	-2	2%	-0.3%	0	0	-2%	2%
O=C(O)CCc1ncc(C(F)(F)F)cc1Cl	-3%	-2	1%	14%	13	5%	0.0%	-8	-1	2%	0%
CC(=O)N(C(C)=O)c1c(C#N)c(C)n(-c2ccccc2)c1C(=O)c1ccccc1	0%	9	?	-7%	-8	1%	-0.6%	3	0	3%	-9%
CCC(C)NC(=O)Nc1ccc(Br)cc1 (configuration not stated)	0%	-8	1%	0%	·	6%	0.1%	-25	-1	-15%	-3%
O=C1N[C@H](Cc2ccccc2)COC(=O)[C@H](Cc2ccc(F)cc2)CC/C=C/C[C@@H]1CC(=O)N(CCO)Cc1ccccc1	·	0	?	-22%	-34	-8%	-0.1%	8	·	·	?
O=C(NNC(=O)c1ccccc1O)c1ccc(Br)cc1	2%	-13	?	20%	4	0%	-0.4%	4	4	-3%	-2%
O=C(OCC(=O)N1CCN(C(=O)COC(=O)c2ccc(O)cc2O)CC1)c1ccc(O)cc1O	·	2	0%	-5%	0	1%	0.3%	5	·	·	-6%
Cc1cc(N2C(=O)C3C4CCC(C4)C3C2=O)no1 (configuration not stated)	-2%	0	3%	0%	4	5%	-0.2%	i	1	1%	4%
COc1ccc(CCN2CN(S(=O)(=O)c3ccccc3)c3nc4ccccc4nc32)cc1OC	-4%	-16	-5%	-5%	-18	2%	0.0%	0	-1	2%	5%
CCOC(=O)CCC(NC(=O)c1ccc(NCN2C(=O)c3ccccc3C2=O)cc1)C(=O)OCC (configuration not stated)	4%	-9	-2%	-14%[15.4 µM]	-15	0%	-0.8%	-11	2	?	1%
Cc1cccc(C)c1NC(=O)CSc1nnc(-c2ccccc2)n1Cc1ccc2c(c1)OCO2	-2%	7	?	4%	0	-10%	1.5%	14	·	-14%	3%
N#Cc1c(Sc2ncc(C(F)(F)F)cc2Cl)nsc1C/C=N\OCc1c(F)cccc1Cl	-1%	-12	?	-8%	14	-1%	0.3%	19	-10	0%	2%
Cc1oc(C(=O)O)cc1COc1ccccc1Cl	2%	3	3%	-12%	-1	0%	-0.1%	-2	8	-6%	0%
COc1ccc(NC(=O)CC2C(=O)N(c3ccc(OC)cc3)C(=O)N2CCc2cccs2)cc1 (configuration not stated)	0%	-5	-1%	-4%	-5	3%	-0.8%	1	0	6%	5%

3 of the entries above in order of their number in uPA surface inh, high to low.
mol	uPA surface inh
CS(=O)(=O)N1CCC(C(=O)Nc2ccc(OCc3ccccc3)cc2)CC1	5%
Cc1oc(C(=O)O)cc1COc1ccccc1Cl	0%
Fc1ccc(N=c2ssnc2Cl)c(F)c1	-3%
